NPY Y1 blocker: NPY-Y1 (human) receptor antagonism; HEK293-CNG Y1 cells, membrane potential fluorescence; NPY at EC95, then isoproterenol; inhibition, % at 3.6 µM; 1% of 200,000 active; AID 1040;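 active means inhibition above the campaign mean inhibition of all tested compounds plus 3 SD, cut at about 20% in these data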;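 further: 0% = DMSO wells given NPY plus isoproterenol and 100% = isoproterenol alone without NPY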
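Material: Y1- and CNG-channel-expressing HEK293 cells / Probe or stimulus: NPY 25 nM then isoproterenol 1 µM plus Ro 20-1724 25 µM / Doses: 3.6 µM single dose, DMSO 0.4% / Schedule: compound incubation 1 h at room temperature, readout 45 min post-stimulation / Signal: membrane potential fluorescence / Benchmarks: isoproterenol-only wells as full block versus NPY-plus-isoproterenol wells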
EP2 mod: modulators of human EP2 prostaglandin E2 receptor | induction, % at 25 µM | EP2-expressing cells, cAMP HTRF FRET, PGE2 co-stimulation | AID 940 | 0.83% of 260,000 active | P43116;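 active means compounds whose cAMP rise, as percent of the full-agonist control response, exceeds 60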;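 further: rat C6 glioma line stably carrying human EP2 under a CMV promoter; the protocol text gives 20 µM as final concentration; 100% = response of wells given 1 µM PGE2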
S1P4 antag: human S1P4 receptor antagonism; O95977; 0.26% of 220,000 active; inhibition, % at 4.98 µM; S1P4-expressing cells, antagonist mode, reporter read-out; in the data active means inhibition above about 29%;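 further: 0% = wells stimulated with agonist and 100% = vehicle wells without agonist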
PGE2 EP2 inh: inhibitors of human EP2 prostaglandin E2 receptor. P43116. C6 glioma cells expressing human EP2, cAMP TR-FRET; cells stimulated with saturating PGE2. inhibition, % at 25 µM. 0.52% of 260,000 active;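 active means percent inhibition above 40 after rounding to a whole number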;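 further: rat C6 glioma host cells with rolipram phosphodiesterase inhibitor present; the protocol text gives 20 µM as final concentration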
p97 ATPase inh: blocks human p97 ATPase activity | 0.42% of 220,000 active | P55072 | inhibition, % at 8 µM | recombinant p97 ATPase, Kinase-Glo ATP luminescence, 3 h; in the data active means inhibition above about 15%;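 further: 0% = DMSO vehicle and 100% = wells lacking enzyme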
Target sequence (P55072 whole entry, looked up): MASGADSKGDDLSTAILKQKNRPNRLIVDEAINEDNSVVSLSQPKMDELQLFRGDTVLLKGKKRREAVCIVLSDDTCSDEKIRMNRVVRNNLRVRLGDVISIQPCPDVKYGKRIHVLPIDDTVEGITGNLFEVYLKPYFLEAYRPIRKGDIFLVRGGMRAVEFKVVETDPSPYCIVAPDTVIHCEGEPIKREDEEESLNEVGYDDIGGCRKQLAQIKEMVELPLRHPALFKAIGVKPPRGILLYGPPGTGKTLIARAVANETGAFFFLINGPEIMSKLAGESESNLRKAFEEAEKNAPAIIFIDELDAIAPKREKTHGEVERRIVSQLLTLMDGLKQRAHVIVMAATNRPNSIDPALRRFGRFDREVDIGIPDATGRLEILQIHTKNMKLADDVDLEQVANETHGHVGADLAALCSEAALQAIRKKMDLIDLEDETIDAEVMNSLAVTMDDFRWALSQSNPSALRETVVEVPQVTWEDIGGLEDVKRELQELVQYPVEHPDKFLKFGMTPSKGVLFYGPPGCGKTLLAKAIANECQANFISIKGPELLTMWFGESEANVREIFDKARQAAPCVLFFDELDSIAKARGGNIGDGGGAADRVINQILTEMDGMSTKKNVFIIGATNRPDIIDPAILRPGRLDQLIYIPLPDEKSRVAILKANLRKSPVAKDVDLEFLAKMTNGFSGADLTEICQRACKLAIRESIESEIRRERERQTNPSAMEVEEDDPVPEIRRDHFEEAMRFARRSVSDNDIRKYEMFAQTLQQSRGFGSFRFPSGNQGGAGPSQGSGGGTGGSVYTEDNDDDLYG
NPY2 pot ag: potentiates or activates human NPY-Y2 receptor | cells expressing NPY-Y2, potentiator/agonist read-out | activation, % at 3.6 µM | P49146 | 0.45% of 220,000 active; in the data active means activation above about 27%;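 further: cells stimulated with NPY near EC25 plus isoproterenol at EC100; 0% = vehicle plus submaximal agonist and 100% = vehicle plus saturating agonist; some results beyond the cut were filed as inactive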
NPY-Y1 PAM-ag: human NPY-Y1 potentiation or agonism, primary screen. P25929. 0.37% of 220,000 active. AID 1304. NPY-Y1 expressing cells, potentiator/agonist activation. activation, % at 3.6 µM; in the data active means activation above about 33%, passing the limit was not always enough;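 further: cells stimulated with NPY at EC10 then isoproterenol at EC100; 0% = low agonist plus stimulus and 100% = saturating agonist plus stimulus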
eIF4E 4G PPI: eIF4E/eIF4G interaction inhibition in translation initiation; 0.37% of 220,000 active; P63073+Q04637; TR-FRET eIF4E-eIF4GI(517-606) binding, 2 h; inhibition, % at 21.7 µM;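 active means inhibition above about 30%, limit read from the data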;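 further: 0% = full FRET control wells and 100% = background wells lacking eIF4GI fragment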
S1P4 agonist: agonists of human S1P4 receptor; O95977; S1P4-expressing cell line, agonist reporter assay; activation, % at 4.98 µM; 0.35% of 220,000 active; AID 1509; in the data active means activation above about 11%;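 further: 0% = DMSO vehicle and 100% = reference agonist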
* marks the source's active call; other numbers are inactive results; . = no result given; & = joins results of further samples; [ ] = remark or other dose. An excerpt (hit frequency here may not be typical).

SMILES	NPY Y1 blocker	EP2 mod	S1P4 antag	PGE2 EP2 inh	p97 ATPase inh	NPY2 pot ag	NPY-Y1 PAM-ag	eIF4E 4G PPI	S1P4 agonist
CC(NC(=O)Nc1ccc([N+](=O)[O-])cc1)C(c1ccccc1)N1CCOCC1 (configuration not stated)	0	-35	20	1	0	-9	7	3	0.1
Nc1nc(COc2ccccc2)cs1	-1	12	-1	4	-5	0	-29	-13	-0.8
Cc1ccc(NC(=O)CCc2c(C)nc3ncnn3c2C)cc1	6	7	4	14	5	4	5	3	-2.4
CCOC(=O)c1cc(NC(=O)CSc2nnc(CN3CCOCC3)n2C)ccc1Cl	-1	30	-10	11	7	20	21	-1[fluorescence artefact?]	-1.1
CC(=O)N(CN1C(=O)c2ccccc2C1=O)c1ccc2c(c1)oc1ccccc12	5	26	-16	7	5	8	5	2	0.6
CCc1ccc(NC(=O)c2n[nH]c(=O)c3ccccc23)cc1	.	4	1	12	4	-12	-16	3	0.6
O=C(CN1CCCN(Cc2ccc(F)cc2Cl)C1=O)NCc1ccccc1	2	14	-8	14	-3	-4	10	-1	2.6
CCSCc1nnc(SCC(=O)Nc2ccc(OC)cc2)n1C	2	12	-8	5	2	-6	-3	5	-0.6
CC1=C(C(N)=O)C(c2cccs2)n2nc(-c3cccc(C)c3)nc2N1 (configuration not stated)	-2	7	-14	9	4	8	5	-1	2.3
COc1ccnc(NCc2cccc(C(F)(F)F)c2)c1C#N	4	8	-5	-3	1	-1	-21	-1	-1.9
Cc1cc(N=Nc2ccccc2C(=O)O)c(C)c(C)c1O	.	-22	-16	6	-10	13	6	4	0.5
CCCCCCCCC(=O)NCCOc1ccccc1	17	-14	-12	17	-6	-18	-35	2	2.0
Cc1nn(C(=O)c2nn(C)cc2[N+](=O)[O-])c(C)c1Cl	-4	-8&1	-5	14&6	-4	-4	-14	1	-0.4
CC(=O)Nc1ccc(NC(=O)C(C)OC(=O)c2ccccc2C(=O)c2ccc(Cl)c([N+](=O)[O-])c2)cc1 (configuration not stated)	0	-13	-14	4	-1	-3	16	19	0.8
Cc1cccnc1NC(=O)c1c(O)c2ccccc2n(C)c1=O	6	-10	-9	15	4	4	1	-4	2.4
COc1cccc(C(=O)O/N=C/c2ccc(Sc3ccc(C)cc3)nc2)c1	0	9	-14	3	1	-1	-8	0	-4.0
COC(=O)c1cccc(NC(=O)CN2CCN(Cc3ccccc3)CC2)c1	3	1	22	16	1	1	-10	-1	-0.8
CCN(CC)S(=O)(=O)c1cccc(NC(=O)c2ccc(Sc3nncn3C)c([N+](=O)[O-])c2)c1	-4	-37	-4	0	3	11	3	4	2.5
CC(C)COc1ccc(CNC(=S)NCc2ccccc2)cc1	-1	-19	2	12	6	-8	-1	0	-2.0
CCOc1ccc(C2N(c3ccc(F)cc3)C(=O)C3CCCN32)cc1OC (configuration not stated)	0	-2	-19	8	3	-1	-4	6	2.1
O=C(NC(=S)N(CC1CCC1)CC1CCCO1)c1cccc([N+](=O)[O-])c1 (configuration not stated)	2	18	-7	7	1	-12	2	-3	-0.2
COc1cc(C(=O)Nc2sc3c(c2C#N)CCN(C(C)=O)C3)cc(OC)c1OC	-3	4	-12	22	7	-8	3	-2[fluorescence artefact?]	-5.5
Nc1nonc1C(=O)OCC(=O)c1ccc(Cl)cc1	4	17	1	9	3	-3	-8	-1[fluorescence artefact?]	2.7
COc1cc([N+](=O)[O-])c(OC)cc1SCc1n[nH]c(=S)n1-c1ccc(C)cc1	.	-27	-19	7	5	-5	2	-5	1.0
CCc1nnc(NC(=O)CN2CCN(c3ccccc3OC)CC2)s1	3	7	-1	19	3	2	-18	-3	-0.6
SMILES	NPY Y1 blocker	EP2 mod	S1P4 antag	PGE2 EP2 inh	p97 ATPase inh	NPY2 pot ag	NPY-Y1 PAM-ag	eIF4E 4G PPI	S1P4 agonist
NC(=O)C1(N2CCCCC2)CCN(c2ccc3nnc(-c4ccccc4)n3n2)CC1	4	-7	-8	13	2	-18	1	3	-1.7
O=C(NNc1nc2c(F)cc(F)cc2s1)C1COc2ccccc2O1 (configuration not stated)	5	-62	4	9	-5	-17	-25	-2	0.4
COc1ccc(COc2ccc(C3C(S(=O)(=O)c4ccccc4)CON3C)cc2OC)cc1 (configuration not stated)	1	9	1	6	0	0	2	1	-0.7
NC(=NC(=O)c1ccc(Cl)cc1)N1N=CCC1c1ccccc1 (configuration not stated)	-4	36	2	8	0	3	3	-2	-0.6
CCc1sc(NC(=O)c2cc3ccccc3oc2=O)nc1-c1cccs1	4	26	-12	13	5	8	-1	0	1.1
O=C(CN1C(=O)CC(c2ccccc2)=Nc2ccccc21)NCc1ccco1	2	4	-9	17	-4	-15	-27	1	-1.3
N#Cc1ccc(-c2csc(NC(=O)c3ccc(N4C(=O)CCC4=O)cc3)n2)cc1	.	-11	-5	8	6	8	3	-15	-0.7
COc1ccc(C2=Nn3c(nnc3C3CCCCC3)SC2)cc1OC	27*	77*	4	5	-1	-22	-68	1	0.2
Cc1cccc2sc(NC(=O)CCNS(=O)(=O)c3cccc4nonc34)nc12	-8	-5	-4	15	4	-9	-6	0	-0.6
COC(=O)Cn1c2[n+](c3ccccc31)CC(O)CS2 (configuration not stated)	2	13	2	23	2	-3	-5	2[fluorescence artefact?]	2.8
O=C(c1ccc2c(c1)OCCO2)C1CCN(C(=O)c2ccc(F)cc2)CC1	0	-17	-6	5	7	7	-30	9	0.0
CC1=CCC(C(=O)O)(C(=O)N/N=C/c2cccs2)C(c2ccc(F)cc2)C1 (configuration not stated)	3	11	4	6	1	-4	12	-1	-0.8
COC(=O)Cn1c(=O)cnc2ccccc21	5	26	-8	6	8	13	20	6	1.2
CCOC(=O)CC(N)c1ccc2c(c1)OCO2 (configuration not stated)	1	7	8	7	3	7	-3	3	0.1
[N-]=[N+]=CC(=O)C(Cc1ccccc1)N1C(=O)c2ccccc2C1=O (configuration not stated)	-1	5	-5	13	-11	2	-26	-9	-1.9
CCOC(=O)C1C(=O)CC(C)(O)C(C(=O)OCC)C1c1cccc(OC)c1 (configuration not stated)	2	12	-18	-2	3	15	0	-1	2.7
COc1ccc([N+](=O)[O-])cc1NC(=O)C(C)OC(=O)c1ccccn1 (configuration not stated)	0	5	-24	4	-4	3	-9	1	1.6
CCOc1cccc(-c2nnc3sc(C4CCCCC4)nn23)c1	9	59	-32	10	-4	-35	-41	-1	1.6
O=C1N=C(N2CCN(Cc3ccccc3)CC2)S/C1=C/c1cccs1	.	-22	-15	9	5	-7	14	5	0.6
O=C(Nc1cccc2cccnc12)c1cccc2ccccc12	5	10	1	12	3	-11	-11	3	-0.2
Cc1nnc(-c2ccccc2)c(=O)n1/N=C/c1c(O)ccc2ccccc12	2	-3	-2	19	2	-9	0	0[fluorescence artefact?]	0.2
Cc1nonc1OCCN1CCN(c2ccc([N+](=O)[O-])cc2)CC1	.	-5	-2	9	1	-2	8	-4	-0.4
CC1CC(=O)C2=C(C1)Nc1ccccc1N=C2 (configuration not stated)	2	11	3	4	-6	-11	-7	6[fluorescence artefact?]	1.9
Cc1nn(C(CC(=O)O)C(=O)O)c(C)c1Br (configuration not stated)	-5	8	-22	7	-2	-8	-25	4	1.0
CSC(=S)N/N=C/c1c[nH]c2ccccc12	-5	-13	3	10	6	18	17	1	0.6
SMILES	NPY Y1 blocker	EP2 mod	S1P4 antag	PGE2 EP2 inh	p97 ATPase inh	NPY2 pot ag	NPY-Y1 PAM-ag	eIF4E 4G PPI	S1P4 agonist
O=S(=O)(Nc1nc2ccccc2nc1NCC1CCCO1)c1cccc(Cl)c1 (configuration not stated)	.	1	2	11	6	-8	11	4	0.9
O=S(=O)(Nc1cnc2ccccc2c1)N1CCCCCC1	-3	-11	-36	8	-1	-3	0	4	1.0
CC(=O)c1cc2c(s1)-c1cc(F)ccc1OC2	.	-13	4	9	6	-3	12	2	2.5
Cc1ccc(Oc2nn[nH]n2)cc1	7	30	-12	8	-4	-10	-18	5	2.5
COc1cccc(C(=O)NCC(=O)n2nc(C)cc2C)c1	-2	8	14	6	6	-2	5	-3	-2.2
O=C(N/N=C/c1ccc(N2CCOCC2)cc1)c1cccs1	1	-53	-9	13	-4	-14	-19	3	-0.9
CC(C)(C)NC(=O)C(c1ccccc1F)N(Cc1ccco1)C(=O)c1csnn1 (configuration not stated)	3	3&30	-22	6&10	-2	4	1	-1	-0.1
NNC(=O)c1ccc(Cn2cc(Br)cn2)o1	.	1	17	17	4	8	5	6	0.0
O=C(Cc1ccc(S(=O)(=O)N2CCCCC2)s1)Nc1ccc(F)c(F)c1	-5	-15	-5	13	-2	6	3	0	4.3
Cc1ccc(-c2nc3ccccc3[nH]2)cc1NC(=S)NC(=O)c1ccccc1Br	-6	6	-1	8	3	-6	-16	-18	-2.5
O=C(CSc1ccccn1)Nc1ccc(N2CCOCC2)cc1	-2	-1	-32	6	5	9	1	7	-1.1
O=C(c1ccccc1-c1ccccc1)N1CCCCC1	4	17	1	11	-4	-10	-13	-3	-0.5
OC(COCc1ccc2c(c1)OCO2)CN1CCCCC1 (configuration not stated)	6	10	-4	7	-3	-12	1	-4	0.1
Cc1ccc2nc(-c3ccccn3)oc2c1	9	23	-1	9	-15	-6	3	1[fluorescence artefact?]	1.8
C=CCSc1nnc(NC(=O)CSc2nc(CCC)cc(=O)[nH]2)s1	4	18	-30	7	3	0	1	3	0.2
O=[N+]([O-])c1cc(C(F)(F)F)cc([N+](=O)[O-])c1Sc1n[nH]c(C(F)(F)F)n1	.	7	4	19	7	-11	-13	3	-0.3
COc1cc(NC(=O)CC(C)C)ccc1NC(=O)c1ccco1	-1	.	-7	22	-4	-1	-2	.	-0.4
O=C(Nc1nc(-c2ccncc2)cs1)C1c2ccccc2Oc2ccccc21	2	26	-11	5	-1	-3	-13	4	0.1
O=C(NCc1ccc(Cl)cc1)C1CCN(c2cnccn2)CC1	-5	13	-11	2	3	-5	-2	-1	0.2
Cc1ccccc1NC(=S)N(Cc1ccco1)C(C)c1ccccn1 (configuration not stated)	10	19	0	6	6	4	1	2	0.2
CC(C)(C)Cc1nnc(NC(=O)c2cc(-c3ccccc3)nc3ccccc23)s1	14	-3	-16	.	0	-10	-17	-3	-2.0
O=[N+]([O-])c1ccc(N2CCN(c3ccc(Cl)nn3)CC2)c(Cl)c1	2	7	-6	4	0	-1	-6	4	-0.3
COC(=O)c1cnn(-c2ccc(F)cc2F)c1/C=N/NC(N)=S	.	-15	4	9	7	23	0	-8	-0.8

High-throughput results (PubChem BioAssay)
